From PubChem
p53 reactivation: qHTS assay for re-activators of p53 using a Luc reporter. H1299 p53-A138V BP100-luciferase reporter, luminescence, 24 h. Potency, µM (highest dose often 92.2 µM), for inactives: top-dose activity change, positive = activation, hits mostly activators. hit rate 0.063% among 320,000. AID 504706, 2011; further: potency means the concentration at half of the fitted maximal effect; % of control where 0% means no effect; nearly all actives have a fitted effect of over 45% in size
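p53-null H1299 cells stably carrying temperature-sensitive p53-A138V and a BP100-luciferase reporter were pinned with compounds (4-point, 1:5 series) and held 24 hrs at 37 deg C. Luminescence was read 10 min after detection reagent.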
BRCA1 expr up: qHTS Assay to Identify Small Molecule Activators of BRCA1 Expression. Potency, µM (titrated, usually from 46.1 µM), inactives show at the top dose activation, most hits filed as activators. MCF7-BRCA1-FFLuc reporter, luminescence, 48 h; response scale: scaled: vehicle 0%, 10 µM genistein 100%. AID 624202, 2012. hit rate 1.1% among 380,000; further: potency means the concentration at half of the fitted maximal effect; nearly all actives have a fitted effect of over 80% in size; some results filed as inactive show a strong effect at the top dose
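Quantitative HTS in MCF7 cells stably reporting BRCA1 expression via firefly luciferase. Compound treatment lasts 48 h at 37 °C in phenol-red free MEM. Activation is expressed relative to genistein at 10 microM and DMSO.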
PTAP TSG101 blk: qHTS Assay for Iinhibitors of HIV-1 Budding by Blocking the Interaction of PTAP/TSG101; Fluorescence polarization, FITC-PTAP peptide / Tsg101 binding; Potency, µM (highest dose often 115 µM), inactives show top-dose activity change, negative = inhibition, most hits filed as inhibitors; 340,000 tested, under 10 active; AID 493005, 2010; active means well fitted inhibition curve with a large enough effect in the main read-out, with a control signal flat, not every such curve was filed as active; inconclusive means small, poorly fitted or top-dose-only effect, or effect the other way, or a change in a side signal; inactive means no such curve, though single readings can be large or run the other way; further: potency means the concentration at half of the fitted maximal effect; % of control where 0% means no effect
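Fluorescence polarization binding of Tsg101 binding domain (10 uM final) to FITC-labeled PTAP peptide (50 nM final) in HEPES pH 7.5 buffer with NaCl, Tween 20, EDTA, TCEP. Compounds added before peptide; binding 20 min at RT.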
a7 integrin act: qHTS for Activators of Integrin-Mediated Alleviation for Muscular Dystrophy | hit rate 0.064% among 350,000 | alpha7betagal myoblasts, beta-gal FDG fluorescence, 48 h | Potency, µM (series often up to 38.3 µM), for inactives: at the highest dose activation, hits mostly activators | AID 624291, 2012;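 further: potency means the concentration at half of the fitted maximal effect; 100% = response of the positive control SU9516; nearly all actives have a fitted effect of over 60% in size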
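alpha7betagal+/- myoblasts (passage 13, 250/well) treated 48 h at 37C with compounds at 1:260 dilution of DMSO stock. Lysed, then beta-galactosidase activity read as FDG fluorescence (ex 480/em 540) after 30 min, with pre-read for autofluorescence.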
B2AR arrestin: qHTS assay of beta-arrestin-biased ligands of beta2-adrenergic receptor; Potency, µM (titrated, usually from 46.1 µM), for inactives: at the top dose activation, most hits filed as activators; hit rate 0.02% among 330,000; beta-arrestin recruitment to beta2AR, cell-based reporter; Beta-2 adrenergic receptor (Homo sapiens), P07550;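 further: potency means the concentration at half of the fitted maximal effect; 0% = DMSO controls and full agonism = EC100 isoproterenol or metaproterenol; nearly all actives have a fitted effect of over 65% in size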
Target sequence (P07550 whole entry, looked up): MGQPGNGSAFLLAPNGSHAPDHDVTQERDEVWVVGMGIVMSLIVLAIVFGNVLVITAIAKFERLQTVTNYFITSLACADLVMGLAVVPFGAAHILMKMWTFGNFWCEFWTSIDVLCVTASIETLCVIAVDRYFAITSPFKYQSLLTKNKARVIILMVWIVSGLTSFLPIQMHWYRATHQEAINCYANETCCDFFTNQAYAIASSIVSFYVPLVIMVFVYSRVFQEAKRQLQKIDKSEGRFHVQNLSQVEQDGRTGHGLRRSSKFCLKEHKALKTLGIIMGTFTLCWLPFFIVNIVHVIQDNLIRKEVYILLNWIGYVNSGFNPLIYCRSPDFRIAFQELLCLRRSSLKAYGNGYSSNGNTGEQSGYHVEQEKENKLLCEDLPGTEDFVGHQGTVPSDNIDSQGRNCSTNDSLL
TRPV1 ag: HTS Assay for Compounds that Act as Agonists of the Vanilloid Receptor 1. Transient receptor potential cation channel subfamily V member 1 (Homo sapiens), Q8NER1. TRPV1-expressing cells, Fluo-8 calcium influx, agonist mode. activation, % at 8.33 µM. hit rate 0.19% among 320,000; in the data active means activation above about 80%; inconclusive means between about 30% and that limit; further: 0% is about no effect
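Cells expressing TRPV1 were dye-loaded with Fluo-8 and read kinetically: 10 s baseline, 3 min after compound (agonist portion), then 2 min after EC20 capsaicin (allosteric enhancer portion). Calcium-bound dye fluorescence at 480/520 nm.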
uPA surface inh: qHTS for Inhibitors of Cell Surface uPA Generation. cell surface uPA generation assay, qHTS. Potency, µM (doses to about 38.3 µM), for inactives: at the top dose activity change, negative = inhibition, actives largely listed as inhibitors. hit rate 0.31% among 330,000; active means well fitted inhibition curve with a large enough effect; inconclusive means small, poorly fitted or top-dose-only effect; inactive means no such curve, though single readings can be large or run the other way; tested in mouse RAW 264.7 cells; further: potency means the concentration at half of the fitted maximal effect; on the % scale 0 is the no-effect control and ±100 the full control effect; nearly all actives have a fitted effect of over 55% in size
USP2a inh: qHTS Assay for Inhibitors of Ubiquitin-specific Protease USP2a Using CHOP2 as the Reporter | Ubiquitin carboxyl-terminal hydrolase 2 (Homo sapiens), O75604 | USP2 core, Ub-CHOP2 coupled fluorogenic reporter, 485/531 | Potency, µM (highest dose often 38.3 µM), for inactives: at the highest dose activity change, negative = inhibition, actives largely listed as inhibitors | hit rate 0.01% among 330,000 | AID 463254, 2010;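 further: potency means the concentration at half of the fitted maximal effect; plate controls were DMSO wells for no effect and full inhibition by NEM control for full effect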
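USP2 core (10nM final) preincubated 30min RT with compound in 20mM Tris-HCl pH 8.0, 2mM CaCl2, 2mM beta-mercaptoethanol, 0.05% CHAPS; 25nM Ub-CHOP2 plus 25nM reporter substrate added, fluorescence (Ex485/Em531) read after 60min.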
Eya2 phos inh: qHTS Assay for Inhibitors of the Phosphatase Activity of Eya2 | Protein phosphatase EYA2 (Homo sapiens), O00167 | recombinant Eya2, OMFP fluorescence dephosphorylation (OMFP is methylfluorescein phosphate) | Potency, µM (doses to about 76.9 µM), inactives show at the top dose activity, negative = inhibition, actives largely listed as inhibitors | hit rate 0.006% among 330,000; further: potency means the concentration at half of the fitted maximal effect; on the % scale 0 is the no-effect control and ±100 the full control effect
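Eya2 (0.2 uM) preincubated 10 min at ambient with compound, then OMFP substrate added at 50 uM; 10 min reaction in 50 mM HEPES pH 7.5, 50 mM NaCl, 5 uM MgCl2, 0.05% BSA, 1 mM DTT. Fluorescence read at Ex 485/Em 525 nm.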
ASM inhibitor: Inhibitors of Secretory Acid Sphingomyelinase (S-ASM): qHTS; Potency, µM (doses to about 57.5 µM), for inactives: at the top dose activity change, negative = inhibition, most hits filed as inhibitors; Sphingomyelin phosphodiesterase (Homo sapiens), P17405; placental ASM, HMU-PC fluorogenic substrate, 60 min; hit rate 0.006% among 340,000; AID 504937, 2011; further: potency means the concentration at half of the fitted maximal effect
Target sequence (P17405 47-631 limits assumed): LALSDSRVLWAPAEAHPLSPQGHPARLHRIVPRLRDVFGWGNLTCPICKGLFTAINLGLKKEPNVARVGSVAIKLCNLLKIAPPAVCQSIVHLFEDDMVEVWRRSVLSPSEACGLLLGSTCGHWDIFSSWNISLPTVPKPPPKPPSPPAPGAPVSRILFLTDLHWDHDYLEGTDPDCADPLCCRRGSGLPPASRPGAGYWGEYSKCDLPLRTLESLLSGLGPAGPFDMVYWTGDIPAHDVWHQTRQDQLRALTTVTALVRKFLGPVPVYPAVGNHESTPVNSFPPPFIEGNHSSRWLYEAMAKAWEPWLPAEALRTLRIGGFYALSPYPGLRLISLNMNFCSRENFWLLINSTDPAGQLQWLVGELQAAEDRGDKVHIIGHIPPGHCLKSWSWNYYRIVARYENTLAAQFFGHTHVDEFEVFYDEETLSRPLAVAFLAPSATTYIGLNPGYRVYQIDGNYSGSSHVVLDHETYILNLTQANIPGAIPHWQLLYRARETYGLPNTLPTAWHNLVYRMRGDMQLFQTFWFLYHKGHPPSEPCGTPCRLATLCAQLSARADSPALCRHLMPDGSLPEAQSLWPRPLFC
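Fluorogenic HMU-PC substrate (9 uM final) is turned over by placental ASM in 60 min at 37 C after a 10 min compound preincubation. Reaction ended by alkaline stop (pH 10), with fluorescence read at 386/447 nm.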
ELG1 genotox: qHTS screen for small molecules that induce genotoxicity in human embryonic kidney (HEK293T) cells expressing luciferase-tagged ELG1. Potency, µM (series often up to 46 µM), for the others: top-dose activity change, positive = activation, actives largely listed as activators. HEK293T ELG1-luciferase reporter, luminescence, 16 h. hit rate 1.3% among 330,000; further: potency means the concentration at half of the fitted maximal effect; % of control where 0% means no effect; nearly all actives have a fitted effect of over 60% in size
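Luminescence read-out: rising ELG1-luciferase signal, reflecting elevated ELG1 protein under genetic stress, flags genotoxic compounds. Cells were treated for 16 hr at 37 °C before ONE-Glo detection.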
The depositor's hits bear a star; ? = inconclusive; . = not tested or not shown; [ ] = another dose, or the depositor's remark. Unless noted, the call rests on the fitted dose curve; in most records, active means well fitted curve in the direction sought with a large enough effect; inconclusive means small, poorly fitted or top-dose-only effect, or another doubt; inactive means no such curve, though single readings can be large; an effect the other way counts as inactive or inconclusive.

molecule	p53 reactivation	BRCA1 expr up	PTAP TSG101 blk	a7 integrin act	B2AR arrestin	TRPV1 ag	uPA surface inh	USP2a inh	Eya2 phos inh	ASM inhibitor	ELG1 genotox
COc1ccc(Cc2nnc(SCC(=O)N3CCCCC3)o2)cc1	-3%	30%	0%	2%	-0.3%	7	-19%	2%	1%	-2%	-3%
Cn1c(NCCCN2CCOCC2)nc2c1c(=O)n(Cc1ccc(Cl)cc1Cl)c(=O)n2C	-3%	-48%	-1%	-57%[inhibitor]	-0.4%	5	2%	-2%	-2%	-6%	-2%
CCOc1ccc(C(NC(=O)/C=C/c2ccco2)c2ccc(OC)c(OC)c2)cc1 (centres undefined)	-6%	-23%	4%	-17%	-0.4%	3	7%	-1%	5%	-6%	-3%
CCOc1ccc(C2=Cc3cc(OC)c(OC)cc3C(=C(Cl)Cl)O2)cc1	-1%	.	.	.	0.5%	0	.	6%	-12%	.	-2%
Cc1cc(Cl)ccc1OCC(=O)Nn1c(C)ccc1C	-15%	5%	-15%	0%	-0.1%	-1	-1%	0%	0%	-5%	4%
Cc1cc(C(=O)CSc2nnc(NCc3ccccc3)s2)c(C)n1C	3%	-38%	-9%	-30%	-0.5%	1	-14%	0%	-7%	0%	-1%
Cc1c(C(=O)NCc2ccco2)oc2ccccc12	10%	41%	1%	7%	-0.2%	-5	2%	-6%	-6%	0%	9%
CC1(C)CC(NC(=O)Cc2ccc(Cl)cc2)CC(C)(C)N1	?	1%	0%	8%	-0.5%	2	-4%	0%	1%	-1%	-3%
CC(=O)Nc1cccc(Oc2nc(C(F)(F)F)nc3ccccc23)c1	-6%	-20%	-1%	-40%	-0.3%	25	-6%	1%	4%	-2%	-3%
Cc1ccc(-n2nnc3c(=O)n(CC(=O)NCC4CCCO4)cnc32)cc1 (centres undefined)	-11%	-4%	.	-10%	-0.7%	2	10%	3%	-6%	1%	-3%
CN(C)S(=O)(=O)c1ccc(=S)[nH]c1	-3%	5%	-2%	13%	-0.1%	1	13%	-2%	-9%	0%	2%
O=C(c1ccc(OC2CCN(C/C=C/c3ccccc3)CC2)cc1)N1CCCCC1	-8%	-17%	1%	-4%	0.1%	2	-25%	5%	-5%	3%	0%
Cc1ccc(-c2cc(C(=O)Nc3ccccc3C)c3ccccc3n2)o1	-5%	0%	-1%	-7%	-1.4%	-2	0%	-12%	-1%	222%[activator]	1%
CC(=O)Nc1cccc(CCc2nc3ccccc3[nH]2)c1	.	57%	0%	5%	0.4%	6	-7%	1%	-1%	1%	14%
Cc1ccc(S(=O)(=O)/N=C2/NC(=O)/C(=C/c3ccc(Br)o3)S2)cc1	-18%	-24%	-9%	4%	-0.2%	-4	-1%	0%	8%	44%[activator]	3%
CCCCCC1CC(CC(=O)Nc2nncs2)C(=O)O1 (centres undefined)	-10%	-30%	-12%	4%	-0.3%	-2	-4%	-1%	-4%	4%	0%
O=C(NCCc1ccccc1)c1c(O)c2cccc3c2n(c1=O)CC3	16%	-28%	-3%	13%	0.3%	-1	7%	1%	19%	-13%	-2%
Cc1ccc(-n2c(C)cc(/C=N/NC(=O)CC3(C)OCCO3)c2C)cc1	19%	7%	-4%	-21%	1.5%	1	1%	1%	-2%	-1%	1%
CC(=O)Nc1ccc(S(=O)(=O)NCCC(=O)OC(C)C(=O)c2ccc(C)cc2)cc1 (centres undefined)	.	-11%	-5%	-2%	3.3%	3	-4%	0%	5%	0%	1%
CCC(=O)Nc1cc(C(=O)OCc2ccc(C(=O)Oc3ccccc3)cc2)ccc1C	1%	11%	0%	18%	0.2%	6	-3%	2%	7%	4%	4%
O=C(OCC(=O)N1CCN(c2ccccc2)CC1)c1ccc2ccccc2n1	1%	-8%	-7%	-26%	0.4%	-1	.	4%	9%	-1%	1%
CCCCCCc1c(C)[nH]c2nc3ccccc3n2c1=O	2%	-8%	0%	16%	-1.1%	-5	-4%	5%	-3%	-7%	-3%
CCN(CC)S(=O)(=O)c1cccc(C(=O)OCC(=O)c2ccc3c(c2)OCCO3)c1	9%	1%	2%	?	2.4%	8	-1%	2%	0%	0%	-1%
CCOC(=O)N1CCN(CCc2ccccc2)CC1	.	18%	-7%	24%	-0.9%	4	15%	-2%	7%	5%	-1%
Cc1ccc2nc(-c3ccc(NC(=O)C4CCCO4)cc3)[nH]c2c1 (centres undefined)	8%	?	-6%	-3%	0.3%	-3	.	2%	30%	-2%	?
CCN(CC)C(=O)C1CCCN(c2ccccc2[N+](=O)[O-])C1 (centres undefined)	3%	-3%	-3%	5%	-0.7%	?	3%	1%	-2%	0%	-1%
CCc1nc(SCC(=O)Nc2cc(C)on2)n[nH]1	11%	-12%	-5%	2%	-2.2%	-2	7%	0%	8%	2%	-5%
Cc1cc(C)c(S(=O)(=O)N(C)CC(=O)NCCN2CCOCC2)c(C)c1	-2%	-9%	-5%	4%	0.0%	1	-2%	1%	8%	3%	-1%
Cc1nn(C)c(Cl)c1NC(=O)OCc1ccc(F)cc1	-3%	-33%	0%	27%	-0.6%	2	0%	-3%	-8%	3%	-4%
COc1ccc(C(=O)COC(=O)c2sccc2C)cc1OC	25%	63%	0%	-3%	-0.2%	.	-18%	6%	-6%	-3%	?
Cc1ccc(OCc2cc(C(=O)Nc3ccccc3)oc2C)cc1	?	58%	0%	-6%	-0.2%	0	2%	-5%	-18%	-18%	?
CC(C)(C)c1ccc(-c2nc(C#N)c(NCc3ccncc3)o2)cc1	?	11µM*	-1%	-41%	-0.3%	20	.	-3%	-1%	28%	?
O=C1c2ccccc2C(=O)N1CCCCc1cn(C[C@H]2CC[C@@H]([C@@H]3CC[C@H](Cn4cc(CCCCN5C(=O)c6ccccc6C5=O)nn4)O3)O2)nn1	0%	2%	.	-21%	0.3%	.	24%	4%	-26%	-1%	-1%
Cc1cc(C)c(C(N)=O)c(NC(=O)Nc2ccccc2Cl)n1	-1%	43%	-1%	10%	0.1%	0	.	3%	0%	-1%	3%
Cc1cc(NC(=S)NC(=O)/C=C/c2ccc(S(=O)(=O)N3CCOCC3)cc2)ccc1Br	0%	-26%	-4%	1%	-0.1%	8	-4%	2%	1%	-17%	-6%
COCCn1cnnc1SCC(=O)Nc1ccc(N2CCCCC2)cc1	11%	22%	-3%	8%	0.1%	1	0%	-8%	-4%	7%	3%
O=C(COC(=O)c1ccc(O)cc1)Nc1cc(S(=O)(=O)N2CCOCC2)ccc1N1CCOCC1	.	1%	-4%	-35%	.	.	6%	.	.	-3%	.
CCCN(C(=O)c1cc(C)ccc1C)c1c(N)n(Cc2ccccc2)c(=O)[nH]c1=O	-5%	-6%	-2%	4%	-0.6%	1	-1%	0%	-1%	4%	4%
COc1ccccc1-c1c(C)oc2c(CN3CCN(CCO)CC3)c(O)ccc2c1=O	-10%	-36%	-6%	11%	-0.7%	-3	4%	2%	0%	49%[activator]	-1%
CCCOc1ccc(N2CC(C(=O)Nc3ccccc3C(=O)NC)CC2=O)cc1 (centres undefined)	0%	-2%	-2%	2%	-0.2%	-1	0%	14%	8%	-2%	1%
O=C(CCNC(=O)c1ccco1)Nc1ccc(OC(F)F)cc1	-8%	32%	0%	10%	2.6%	1	-3%	1%	6%	3%	-5%
